Screening data (PubChem)
TPT1 inhibitor: blocks Candida albicans tRNA 2'-phosphotransferase | recombinant caTPT1, FP RNA substrate dephosphorylation | inhibition, % at 5 µM | hit rate 0.81% among 300,000;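 active = inhibition above the mean of all tested compounds plus 3 SD, set per screening campaign, cut at about 24% in these data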;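 note: plate controls were DMSO alone for no effect and ferristatin control at 100 nM for full effect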
Fh CTSL1 inh: cathepsin L1 inhibition, PFM18AAP counter-screen | recombinant F. hepatica cathepsin L1, Z-Leu-Arg-MCA fluorescence | inhibition, % at 5.96 µM | hit rate 0.49% among 300,000 | AID 1906;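 active = inhibition above the mean of all tested compounds plus 3 SD, set per screening campaign, cut at about 17% in these data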;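 note: 0% = plate median of test compound wells and 100% = 1 µM Z-Phe-Ala-diazomethylketone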
JMJD2C inh: blocks human GASC-1 demethylase activity. GST-JMJD2C(1-420) H3K9me3 demethylation, DELFIA europium. hit rate 0.069% among 330,000. inhibition, % at 2.35 µM. Q9H3R0. AID 2099;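 active = more than half of a compound's replicate wells show inhibition beyond 50%, single wells judged on their own value; inconclusive = some, but no more than half, of replicates pass 50% inhibition; inactive = no replicate passes 50% inhibition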;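 note: signal counts dimethyl H3K9 product captured on neutravidin plate; 0% = median of DMSO wells and 100% = 0.3 times that DMSO median; strong numbers were not always called active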
ZTA counter: blocks Epstein-Barr virus ZTA, an EBNA-1 counter-screen; inhibition, % at 11 µM; hit rate 0.15% among 320,000; ZTA-DNA binding, fluorescence polarization; P03206; AID 2234; in the data active = inhibition above about 33%
Target sequence (P03206 whole entry, looked up): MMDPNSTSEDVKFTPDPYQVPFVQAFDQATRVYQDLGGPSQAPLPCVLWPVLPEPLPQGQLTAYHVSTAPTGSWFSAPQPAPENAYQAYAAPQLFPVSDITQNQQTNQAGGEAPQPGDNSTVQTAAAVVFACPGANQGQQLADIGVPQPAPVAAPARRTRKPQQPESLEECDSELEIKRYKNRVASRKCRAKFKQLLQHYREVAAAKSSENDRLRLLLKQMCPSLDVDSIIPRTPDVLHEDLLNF
core dimer inh: blocks dimerization of HCV core protein. TR-FRET GST/Flag-core106 dimerization, 1536-well. inhibition, % at 5 µM. hit rate 0.33% among 300,000. AID 1899;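 active = inhibition above the mean of all tested compounds plus 3 SD, set per screening campaign, cut at about 45% in these data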
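System: GST/Flag-tagged HCV core106 proteins. Incubation: compound-protein-antibody incubation 4 h at 22.5 °C. Technique: HTRF with 340 nm excitation, 617/671 nm emission. Medium: KF-containing HEPES buffer, pH 7.45, DTT, CHAPS, BSA. Read-out: inhibition (%) from 671 over 617 nm ratio. Also added: Eu(K)-anti-GST 90 ng/mL plus XL665-anti-Flag 1 µg/mL.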
EBNA-1 inh: blocks EBNA-1 binding to DNA. hit rate 0.34% among 300,000. inhibition, % at 14.8 µM. AID 1950. EBNA-1 DNA binding, fluorescence polarization; in the data active = inhibition above about 28%
PP5 inh: blocks human protein phosphatase 5 activity; purified PP5c, OMFP substrate fluorescence; inhibition, % at 6.7 µM; hit rate 0.18% among 320,000;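 active = inhibition above the campaign's mean inhibition across all tested compounds plus 3 SD, cut at about 9.5% in these data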;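 note: 0% = DMSO only and 100% = 100 µM cantharidin control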
Target sequence (P53041 whole entry, looked up): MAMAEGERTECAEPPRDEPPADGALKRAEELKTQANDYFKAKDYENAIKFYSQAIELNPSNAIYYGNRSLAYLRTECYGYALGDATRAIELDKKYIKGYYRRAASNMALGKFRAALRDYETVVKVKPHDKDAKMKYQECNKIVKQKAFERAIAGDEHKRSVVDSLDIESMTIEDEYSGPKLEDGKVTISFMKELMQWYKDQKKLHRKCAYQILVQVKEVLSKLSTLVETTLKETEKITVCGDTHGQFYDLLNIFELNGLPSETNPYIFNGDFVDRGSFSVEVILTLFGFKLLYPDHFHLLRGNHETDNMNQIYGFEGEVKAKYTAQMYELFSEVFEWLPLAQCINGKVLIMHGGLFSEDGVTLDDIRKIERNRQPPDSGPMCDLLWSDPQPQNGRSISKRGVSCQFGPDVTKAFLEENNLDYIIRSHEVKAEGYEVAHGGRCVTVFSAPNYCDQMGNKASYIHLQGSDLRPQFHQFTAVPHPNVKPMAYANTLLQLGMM
Yeast superoxide: lowers age-related superoxide in aged yeast cells; S. cerevisiae aged cells, superoxide DHE fluorescence; active compounds read low; superoxide response (% of plate mean), % at 10 µM; hit rate 0.18% among 330,000;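 active = superoxide response under a set limit, about three screen SD below normal, cut at about 65% in these data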;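 note: yeast aged for seven days with compound at 30 °C before DHE staining; 100% = average MFI of all compound-treated wells on the plate with controls excluded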
PP1 inh: counter-screen for PP5 inhibitors: inhibitors of human PP1-alpha. P62136. purified PP1alpha, OMFP fluorescence. inhibition, % at 6.7 µM. hit rate 0.9% among 320,000;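 active = inhibition above the mean inhibition of all tested compounds plus 3 SD, computed separately for each screening campaign, cut at about 15% in these data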
Target sequence (P62136 whole entry, looked up): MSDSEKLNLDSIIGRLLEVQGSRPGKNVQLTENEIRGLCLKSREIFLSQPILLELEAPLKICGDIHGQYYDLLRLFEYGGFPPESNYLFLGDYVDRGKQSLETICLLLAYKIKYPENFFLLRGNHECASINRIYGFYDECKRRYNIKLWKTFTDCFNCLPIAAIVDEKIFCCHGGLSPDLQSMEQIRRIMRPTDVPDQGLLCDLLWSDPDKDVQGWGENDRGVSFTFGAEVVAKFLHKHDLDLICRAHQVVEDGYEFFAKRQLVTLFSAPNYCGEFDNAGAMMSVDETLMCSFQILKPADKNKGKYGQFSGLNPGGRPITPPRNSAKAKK
* = called active by the depositor; ? = inconclusive; . = not tested or not shown; & = joins results of further samples.

Sample of the layout, 2 compounds:
Results follow in this order: TPT1 inhibitor	Fh CTSL1 inh	JMJD2C inh	ZTA counter	core dimer inh	EBNA-1 inh	PP5 inh	Yeast superoxide	PP1 inh
1	Cc1cc(C)cc(NC(=O)N2CCC(NC(=O)c3ccc(F)cc3)CC2)c1
    -1.8	-0.9	11.9	-7.5	2.7	7.6	2.2	83.8	-3.5
2	COc1ccc(C(=O)NC2CCCc3c2cnn3-c2cc(F)cc(F)c2)c(OC)c1OC (stereo not drawn)
    -2.8	3.8	11.3	19.2	10.7	3.5	3.0	127.6	4.1

The listing, previewed entries included:
Results follow in this order: TPT1 inhibitor	Fh CTSL1 inh	JMJD2C inh	ZTA counter	core dimer inh	EBNA-1 inh	PP5 inh	Yeast superoxide	PP1 inh
1	Cc1cc(C)cc(NC(=O)N2CCC(NC(=O)c3ccc(F)cc3)CC2)c1
    -1.8	-0.9	11.9	-7.5	2.7	7.6	2.2	83.8	-3.5
2	COc1ccc(C(=O)NC2CCCc3c2cnn3-c2cc(F)cc(F)c2)c(OC)c1OC (stereo not drawn)
    -2.8	3.8	11.3	19.2	10.7	3.5	3.0	127.6	4.1
3	N=c1n(CC(=O)O)c2ccccc2n1Cc1ccccc1Cl
    -5.1	-1.7	0.7	5.5	0.6	3.4	0.4	103.6	-4.7
4	Cc1cc(C)nc(NS(=O)(=O)c2ccc(NC(=O)COc3ccccc3F)cc2)n1
    .	.	12.5	18.5	.	.	-1.9	99.3	-4.1
5	COc1ccc(C2/C(=C(/O)c3ccc(C)cc3)C(=O)C(=O)N2CCCN2CCOCC2)cc1 (stereo not drawn)
    1.8	0.0	4.3	1.0	9.9	2.1	-0.2	104.7	1.0
6	COc1ccccc1CN1CC(C(=O)NCCc2ccccc2Cl)CCC1=O (stereo not drawn)
    0.2	2.6	-2.6	10.6	-0.9	4.5	-1.4	84.7	1.0
7	O=C(COC(=O)c1ccc(NS(=O)(=O)c2cccs2)cc1O)NC1CCCCC1
    -2.6	1.5	11.0	-15.6	-1.0	-0.4	3.2	89.8	-1.1
8	O=C(NNS(=O)(=O)c1ccc(C(=O)NC2CCCC2)cc1)c1ccncc1
    2.0	-1.5	4.7	-3.8	-3.9	3.9	1.9	104.3	-1.1
9	Cc1ccc(Cl)c(OC(=O)C2CSC3(C)CCC(=O)N23)c1 (stereo not drawn)
    -2.2	-0.5	-3.8	2.1	3.8	2.7	0.0	96.5	-1.4
10	Cc1ccc(C(=O)COC(=O)C2C3C=CC(C3)C2C(=O)OCC(=O)c2ccc(C)c(C)c2)cc1C (stereo not drawn)
    0.1	-0.8	-4.8	-3.0	1.7	-3.7	1.1	95.0	-0.3
11	Cc1ccc(C(=O)NCC(=O)Nc2ccncc2)s1
    -2.2	-1.1	-2.3	-2.0	-3.0	1.4	-0.4	98.6	3.5
12	O=C(OCC(=O)N1CCCC1)c1cc(Cl)ccc1[N+](=O)[O-]
    -0.8	-1.8	12.3	3.3	-4.8	0.6	-2.8	111.1	-4.8
13	O=C1/C(=C\c2ccc(O)cc2)SC(=S)N1c1cccnc1
    11.2	3.1	3.2	6.8	-10.6	31.4*	-2.2	74.1	9.6
14	CC(C)Oc1ccc(C(=O)N(Cc2ccco2)C2CCS(=O)(=O)C2)cc1 (stereo not drawn)
    -2.1	5.0	2.7	4.9	-2.3	7.8	0.0	94.9	-4.2
15	CCC(CO)NCc1ccc(OCC(O)c2ccccc2)c(OC)c1 (stereo not drawn)
    1.4	2.3	-17.6	-11.6	-4.4	-7.8	-3.6	103.2	-3.1
16	O=C(Nc1ccncc1)Nc1ccccn1
    0.2	-3.0	7.0	1.8	0.7	-0.5	2.4	107.7	-5.1
17	Cc1nn(-c2ccccc2)c(C)c1NC(=O)COC(=O)[C@@H](NC(=O)c1ccccc1)C(C)C
    -1.1	-6.3	37.5	-16.9	1.8	-10.3	0.2	90.3	-6.6
18	COCCCNC(CC(=O)Nc1ccc(OC)cc1OC)C(=O)O (stereo not drawn)
    -4.0	0.7	-0.4	12.0	1.2	5.6	-0.5	110.2	1.9
19	O=C(O)c1ccccc1Nc1cc(Cl)c2nonc2c1[N+](=O)[O-]
    0.3	1.1	4.3	-2.0	15.3	2.4	2.5	112.8	-3.5
20	CC(=O)NC1(C(F)(F)F)C(=O)Nc2c1c(=O)[nH]c(=O)n2-c1ccccc1 (stereo not drawn)
    -1.9	-3.9	2.8	-11.8	-5.2	2.8	-1.3	105.7	-1.4
21	CCOC(=O)c1c(C)n(-c2ccc(C)cc2)c2ccc(O)c(CN(C)C)c12
    1.2	3.7	-14.1	1.6	-5.8	-27.3	3.2	103.6	-1.2
22	Cn1c(Cc2ccc(Cl)cc2)nnc1SCC(=O)NC1CC1
    -1.0	-1.9	-4.8	-4.5	-7.0	3.6	0.0	106.1	-5.7
23	Cn1c(Oc2ccc3c(c2)OCO3)nc2c1c(=O)n(Cc1ccccc1)c(=O)n2C
    -3.7	-0.1	16.0	4.2	3.8	-15.5	2.2	115.9	-0.9
24	Cc1ccc(S(=O)(=O)NN2C(=O)/C(=C/c3cccn3C)SC2=S)cc1
    56.6*	6.5	-1.7	17.4	-0.4	12.2	-0.4	106.2	2.2
25	CC(C)(C)OC(=O)N1Cc2ccccc2C[C@H]1C(=O)NCC(=O)NC1CCCCC1
    -3.6	-2.8	11.2	3.4	6.1	8.1	1.5	122.1	-3.6
26	COc1ccc(N2C(=O)CC(Sc3n[nH]c(-c4ccc(C)cc4)n3)C2=O)cc1 (stereo not drawn)
    1.6	-3.2	-18.7	7.2	11.0	-11.5	1.2	114.5	1.8
27	COc1ccc(/C=C/c2c(-c3ccc(OC)cc3)sc3ccc(N4CCOCC4)cc23)cc1
    1.3	-0.7	-5.1	-3.1	-18.4	6.4	3.4	125.9	-3.2
28	COC(=O)Cc1[nH]nc2c1C1(C(=O)N(Cc3ccccc3)c3ccccc31)C(C#N)=C(N)O2 (stereo not drawn)
    -1.6	0.7	31.9&-2.1	-1.7	-1.6	-1.2	0.3	98.0	0.4
29	N#C/C(=C\C=C\c1ccccc1)c1nc(-c2ccc(Cl)cc2)cs1
    5.9	2.3	7.4	4.4	1.7	6.2	-1.1	122.1	2.7
30	O=C(N/N=C/c1ccccc1OCc1ccccc1)c1cccnc1
    2.8	1.0	-0.5	1.0	7.2	-0.3	1.4	72.3	-0.2
31	Cc1cc(OC(C)C(=O)NCCN2CCOCC2)c2c(C)c(C)c(=O)oc2c1 (stereo not drawn)
    1.2	3.2	?	2.0	-4.8	-5.4	-1.3	103.3	-7.0
32	O=C(CN1CCC(n2nnc3cc(F)ccc32)CC1)NCCc1nc2ccccc2[nH]1
    -0.9	-2.9	-7.7	2.0	-0.2	-7.9	0.8	100.9	-1.8
33	COc1ccc(N(CC(=O)O)S(=O)(=O)c2ccc(C)cc2)cc1Cl
    -6.3	-0.8	0.0	-9.7	1.0	-18.2	2.3	103.2	-3.0
34	O=c1[nH]c(/C=C/c2ccc(OC(F)F)cc2)nc2c1cnn2-c1ccccc1
    -4.1	4.0	-7.4	-6.1	18.3	6.3	2.8	102.5	1.8
35	CN(Cc1ccccc1NC(=O)c1ccc(S(=O)(=O)N(C)C)cc1)C1CCCCC1
    1.6	-0.5	-2.5	1.6	-0.2	-10.6	1.6	97.6	-4.0
36	CC(C)NC(=O)C1CCN(c2ccc(S(=O)(=O)N3CCOCC3)cc2Cl)CC1
    -3.3	3.8	-18.4	-10.6	1.9	-9.5	0.1	97.4	-1.0
37	CC(C)CC(NC(=O)CCl)c1ccccc1 (stereo not drawn)
    -1.9	15.3	2.0	-0.3	-12.6	0.1	0.1	88.9	-1.1
38	CC1CN(c2c3c(nc4ncnn24)CCCC3)CC(C)O1 (stereo not drawn)
    2.4	-5.2	-10.2	-3.1	-0.9	4.5	-0.6	101.6	-2.0
39	COc1ccccc1C(=O)Nc1ccnn1C1CCN(Cc2ccc3nonc3c2)CC1
    -1.3	2.3	0.8	10.6	2.2	3.3	-1.1	72.7	-1.9
40	c1ccc(CN(Cc2ccco2)C(c2ccncc2)c2nnnn2C2CCCC2)cc1 (stereo not drawn)
    6.6	-1.5	5.2	6.5	0.0	1.4	2.5	89.0	-0.2
41	Clc1ccc(-c2nc(-c3ccncc3)no2)c(Cl)c1
    -2.1	-2.4	12.3	-18.3	3.6	6.8	-1.3	102.5	-2.9
42	CCN(C(=O)CSc1nnnn1-c1ccccc1)C1CCS(=O)(=O)C1 (stereo not drawn)
    0.3	2.8	-18.4	-5.1	1.0	-5.8	-1.4	115.5	2.4
43	Cc1ccc(C(c2nnnn2Cc2ccccc2)N2CCN(Cc3ccccc3)CC2)cc1 (stereo not drawn)
    -3.9	3.0	11.7	-6.2	9.6	7.6	1.5	94.0	3.9
44	O=C(Nc1nc(-c2ccco2)c(-c2ccco2)s1)c1c(F)cccc1Cl
    .	.	3.4	15.7	.	.	-0.7	113.4	3.7
45	Cc1ccc(S(=O)(=O)c2cn(C)c3cc(N4CCN(C)CC4)c(F)cc3c2=O)cc1
    -4.5	2.6	-0.2	3.0	-2.0	1.3	2.2	90.9	2.9
46	CC(C)Cc1nnc(NC(=O)CCC(=O)NC2CCCCCC2)s1
    -3.2	-2.8	3.6	-1.9	-3.4	-2.0	-0.2	95.3	-1.1
47	Cc1c(Cl)cccc1NC(=S)NCc1ccccc1
    -0.2	0.6	7.1	-2.2	1.6	-2.3	4.4	105.9	-0.9
48	C=C(C)COc1ccc(-c2ncnc(C(F)(F)F)c2-c2ccccc2)c(O)c1
    0.4	-3.0	9.7	-0.1	4.0	-11.4	5.2	98.6	2.5
49	COc1cccc(N2CCN(C(=O)CN(C)S(=O)(=O)c3ccc4c(c3)c(=O)n(C)c(=O)n4C)CC2)c1
    -5.4	-3.9	-3.4	-7.8	-1.3	-0.9	-1.2	106.5	-3.4
50	Brc1ccc(/C=N/c2nc3ccccc3n2CCN2CCOCC2)cc1
    -3.2	0.5	0.8	21.5	8.6	3.8	-3.4	102.3	-4.5
51	Clc1ccccc1-c1nn2c(-c3ccncc3)nnc2s1
    1.4	0.0	-3.9	-4.6	7.9	-5.3	0.5	102.2	-0.8
52	O=c1cc(N2CCC3(CC2)OCCO3)[nH]c(=O)n1C1CCCCC1
    0.6	1.5	5.2	16.0	-0.7	1.2	-1.2	104.6	-0.5
53	Cc1cccc(/C=N/NC(=O)c2ccc(NC(=O)c3cccc(Cl)c3)cc2)n1
    7.6	1.6	-11.3	6.7	2.3	22.7	-0.2	113.0	3.2
54	CC(C)OC(=O)CC(=O)CSc1nc2c(cc1C#N)CCCCCC2
    5.9	9.8	9.7	-1.5	5.7	-9.2	3.5	116.6	-0.4
55	CCN1CCN(CC(=O)c2c(C)n(C)c3ccc(OC)cc23)CC1
    -3.3	2.1	.	10.8	3.4	8.7	-1.7	83.0	-2.6
56	COC(=O)CC(c1ccc(OC)c(OC)c1)c1ccc(OC)c(OC)c1
    2.3	-1.3	17.3	-5.6	-1.4	6.4	3.6	96.5	-0.4
57	O=C(NCc1ccc(F)cc1)C1CC(=O)N(C2CCCCCCC2)C1 (stereo not drawn)
    -3.1	5.9	-3.3	-13.8	-15.2	-6.2	2.1	99.8	-3.5
58	Cc1nnc(NC(=O)CSCc2ccccc2)s1
    -2.7	-2.2	1.2	-8.2	-12.0	-10.4	2.9	107.3	0.8
59	O=C(O)CC/C(=N\Nc1ccc(S(=O)(=O)N2CCOCC2)cc1[N+](=O)[O-])c1cccs1
    -4.7	12.8	5.7	-17.0	4.7	-5.7	-0.2	97.3	4.8
60	CC(=O)N/N=C/C1=CCC2CC1C2(C)C (stereo not drawn)
    -1.4	-2.1	39.6	1.5	0.1	0.3	-1.3	88.5	-0.2
